Bioassay records from PubChem.
mIAP activ: mouse IAP activation. AID 2805. activation factor at 10 µM. muIAP, CDP-Star luminescence, 30 min; active compounds read high; 1 = vehicle-only enzyme signal, 0 = enzyme-free wells. 330,000 compounds, 0.24% hits;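 active means activation factor of at least 2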; further: the source names both 10 and 20 µM as test concentration; values of inactives mirror those of a sister screen read the other way
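System: Mouse IAP enzyme | Also added: CDP-Star substrate | Dosing: Compounds dispensed in DMSO | Schedule: 30 min enzyme-substrate-compound incubation at room temperature | Technique: Chemiluminescence readout | Control set: DMSO-only wells and no-enzyme negative control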
hIAP inh: human IAP inhibition; P09923; purified IAP, CDP-Star luminescence, 30 min; inhibition, % at 10 µM; 330,000 compounds, 0.12% hits; AID 2544;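 active means inhibition reaching a set limit with compound at 10 µM in the primary screen, cut at about 35% in these data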;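 further: plate controls were DMSO wells with enzyme for no effect and no-enzyme buffer wells for full effect; values of inactives mirror those of a sister screen read the other way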
APOBEC3A inh: inhibitors of human APOBEC3A DNA deaminase | P31941 | recombinant A3A, FAM/TAMRA ssDNA deamination fluorescence | inhibition, % at 20 µM | 330,000 compounds, 0.41% hits | AID 493011;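 active means at least 40% inhibition at 20 µM here, with at most 30% in a related deaminase screen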;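 further: plate controls were A3A with DMSO for no effect and wells lacking A3A enzyme for full effect; some results filed as inactive read as strong as hits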
Target sequence (P31941 whole entry, looked up): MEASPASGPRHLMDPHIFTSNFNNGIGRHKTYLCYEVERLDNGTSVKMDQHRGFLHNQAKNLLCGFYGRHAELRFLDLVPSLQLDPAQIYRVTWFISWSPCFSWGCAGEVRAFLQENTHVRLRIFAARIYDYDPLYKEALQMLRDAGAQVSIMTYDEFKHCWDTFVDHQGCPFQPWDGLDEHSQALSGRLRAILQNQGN
hIAP act: increases human intestinal alkaline phosphatase activity; P09923; purified human IAP, CDP-Star luminescence, 30 min; active compounds read high; 1 = vehicle-only enzyme, 0 = enzyme-free background; activation factor at 10 µM; 330,000 compounds, 0.16% hits; AID 2524;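 active means activation factor of the enzyme at least 2-fold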; further: the source names both 10 and 20 µM as test concentration; values of inactives mirror those of a sister screen read the other way
mIAP block: blocks mouse intestinal alkaline phosphatase. purified mouse IAP, CDP-Star luminescence, 30 min. inhibition, % at 10 µM. 330,000 compounds, 0.2% hits. AID 2806;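 active means inhibition of at least 40% at 10 µM in the primary screen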;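 further: plate controls were DMSO with enzyme for no effect and no enzyme wells for full effect; values of inactives mirror those of a sister screen read the other way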
HKDC1 inh: inhibitors of human hexokinase HKDC1. inhibition, % at 20 µM. Q2TB90. 340,000 compounds, 0.16% hits. recombinant HKDC1, G6PDH/diaphorase resazurin coupled fluorescence;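 active means inhibition above about 35% when tested at 20 µM, limit read from the data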;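 further: plate controls were DMSO wells with enzyme for no effect and DMSO wells lacking enzyme for full effect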
Target sequence (Q2TB90 whole entry, looked up): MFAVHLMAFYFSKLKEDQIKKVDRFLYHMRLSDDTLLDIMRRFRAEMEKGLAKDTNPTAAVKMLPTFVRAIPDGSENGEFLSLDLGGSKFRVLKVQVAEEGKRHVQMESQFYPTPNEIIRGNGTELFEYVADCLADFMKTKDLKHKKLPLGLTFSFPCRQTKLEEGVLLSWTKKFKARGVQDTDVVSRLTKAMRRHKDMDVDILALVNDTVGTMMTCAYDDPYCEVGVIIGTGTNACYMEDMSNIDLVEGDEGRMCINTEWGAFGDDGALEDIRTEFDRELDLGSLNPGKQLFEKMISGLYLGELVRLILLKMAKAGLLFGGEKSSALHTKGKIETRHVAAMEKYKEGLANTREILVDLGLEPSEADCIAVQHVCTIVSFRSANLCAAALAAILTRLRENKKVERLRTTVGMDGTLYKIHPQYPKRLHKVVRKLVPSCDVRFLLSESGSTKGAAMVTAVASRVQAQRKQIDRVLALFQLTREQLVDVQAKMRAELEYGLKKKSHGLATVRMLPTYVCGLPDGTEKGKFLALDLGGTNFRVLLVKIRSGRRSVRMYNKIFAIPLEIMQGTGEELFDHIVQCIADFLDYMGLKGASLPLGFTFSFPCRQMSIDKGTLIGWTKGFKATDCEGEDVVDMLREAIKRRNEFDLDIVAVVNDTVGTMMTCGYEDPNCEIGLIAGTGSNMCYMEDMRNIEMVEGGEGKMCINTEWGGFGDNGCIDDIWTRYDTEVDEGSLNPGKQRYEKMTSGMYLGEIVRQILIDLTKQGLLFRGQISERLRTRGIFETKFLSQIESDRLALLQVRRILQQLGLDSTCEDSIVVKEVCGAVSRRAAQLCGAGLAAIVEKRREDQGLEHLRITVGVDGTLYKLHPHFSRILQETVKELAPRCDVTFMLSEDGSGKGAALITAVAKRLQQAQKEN
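Assay system – recombinant HKDC1 (HK5) hexokinase enzyme, produced in-house · Input – HKDC1 at 5 µg/mL · Reagent – glucose plus 1 mM ATP as hexokinase substrates · Timing – 90 min reaction incubation at room temperature, dark · Measured by – G6PDH/diaphorase-coupled fluorescence, 1 mM NADP, 100 µM resazurin, 525/613 nm · Benchmarks – DMSO-enzyme wells negative, buffer-substituted wells positive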
PfG6PD inh: PfG6PD (Plasmodium falciparum) enzyme inhibition; PfGluPho enzyme, NADPH resazurin-diaphorase fluorescence; inhibition, % at 20 µM; 350,000 compounds, 0.78% hits;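 active means inhibition reaching at least a set limit at 20 µM in the primary screen, cut at about 59% in these data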;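 further: 0% = DMSO wells with substrate and 100% = DMSO wells lacking glucose-6-phosphate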
ATG4B inhibitor: ATG4B (human) cysteine protease inhibition; ATG4B cleavage of LC3-PLA2, NBD-HPC fluorescence, 1 h; 340,000 compounds, 0.51% hits; inhibition, % at 8.33 µM; Q9Y4P1; in the data active means inhibition above about 40%
* marks the source's active call; other numbers are inactive results.

SMILES	mIAP activ	hIAP inh	APOBEC3A inh	hIAP act	mIAP block	HKDC1 inh	PfG6PD inh	ATG4B inhibitor
Cc1cc(C(=O)COC(=O)CCCN2C(=O)c3ccccc3C2=O)c(C)n1C	0.98	9	-1	0.91	2	-5	7	1
Cc1ccc(S(=O)(=O)N2CCCCC2)cc1NC(=O)Cn1c(=O)cnc2ccccc21	0.96	-22	0	1.2	4	-6	1	-6
CSCCC(=O)N1CCC(n2nccc2NC(=O)c2ccc3c(c2)OCO3)CC1	1	7	-3	0.93	-4	5	-2	5
CC1(C)CC(=O)c2sc(N)nc2C1	0.98	0	2	1	2	2	-3	-6
O=C(NNS(=O)(=O)c1ccc(F)cc1F)c1csc(-c2cccnc2)n1	1	-18	-2	1.2	0	-1	6	-15
COC(=O)c1c(NC(C)=O)sc(C)c1C	0.89	6	2	0.94	11	-4	6	20
CCOC(=O)NC(=S)c1ccc[nH]1	0.92	6	-3	0.94	8	-13	-9	3
CCC(C)NC(=O)CSc1nc2ccccc2c(=O)n1-c1c(C)n(C)n(-c2ccccc2)c1=O (stereo not given)	0.98	-2	-1	1	2	0	0	1
C=CCNc1nc(-c2ccc3c(c2)OCCO3)cs1	0.99	-9	-4	1.1	1	-7	4	-1
Cc1ccc(N(C(=O)c2csnn2)C(C(=O)NC(C)(C)C)c2cccnc2)cc1 (stereo not given)	1.1	-12	6	1.1	-6	-3	14	-4
O=C(c1ccc(Br)o1)N1CCN(c2ccc3nnc(-c4ccccc4)n3n2)CC1	0.97	-14	1	1.1	3	6	3	-17
O=C(CC(=O)c1ccccc1)Nc1ccccn1	1	42*	-4	0.58	-1	0	11	3
COc1cc(SC)ccc1C(=O)Nc1ccccn1	1	-2	-9	1	-2	-1	33	3
O=c1oc2cc(O)ccc2c2oc3cc(O)ccc3c12	1	-14	3	1.1	-1	12	9	-6
c1cc2c(cc1C1=NNC(=NC3CC3)SC1)OCCO2	0.79	0	-3	1	21	-26	3	-3
CC(C)OCCCNC(=O)CNC(=O)c1cccs1	1.1	-1	-1	1	-9	-7	-3	-6
Cc1ccc(S(C)(=O)=O)cc1C(=O)Nc1cccc(S(=O)(=O)N2CCCCCC2)c1	1.1	14	1	0.86	-8	1	14	-7
Cc1ccccc1OC(C)C(=O)Nc1ccc(S(=O)(=O)N2CCCC2)cc1 (stereo not given)	1	0	1	1	-1	2	14	-9
CN(C)CCCSc1nc(-c2ccccc2)nc2c1CCC2	1.1	-3	1	1	-7	14	-19	2
O=C(Oc1ccc(-c2cnc3ccccc3n2)cc1)c1ccc(Cl)c([N+](=O)[O-])c1	0.97	3	0	0.97	3	-4	-5	-12
O=C(C#Cc1ccccc1)Nc1ccc(F)cc1	0.99	-6	-4	1.1	1	0	27	-2
O=C(Nc1ccccc1F)c1ccc(-n2cncn2)nc1	1.1	20	-5	0.8	-6	-2	4	-5
CCCCNC(=S)NNC(=O)c1ccc(Br)o1	0.92	-19	-3	1.2	8	-9	4	-9
Cc1cccc(CS(=O)(=O)c2ncc(Cl)c(C(=O)NCc3ccccc3)n2)c1	0.99	-22	-6	1.2	1	-1	30	-13
c1ccc(-c2cc(-c3nn4c(-c5ccco5)nnc4s3)c3ccccc3n2)cc1	0.95	15	12	0.85	5	-3	20	-5
Cc1ccc(O)c(CC(C)C)n1	0.97	-5	0	1	2	-11	6	-5
CCN(CC)CCCNc1oc(-c2ccc(OC)c(OC)c2)nc1C#N	0.97	-2	-2	1	3	-4	3	2
CCOc1ccc(S(=O)(=O)NC2CCCC2)cc1	0.96	-16	-4	1.2	4	-2	-7	5
O=C(Nc1cccc(S(=O)(=O)NC2=NCCC2)c1)C1CC(=O)N(c2ccc3c(c2)OCCO3)C1 (stereo not given)	1	-6	10	1.1	-2	0	-8	3
CC(=O)c1ccc(N=C2SCCCN2C(=O)C2CCCCC2)cc1	0.9	-8	4	1.1	10	-7	-7	-2
COc1ccc(C2c3ccc4ccccc4c3Oc3ncn(CCN(C)C)c(=N)c32)cc1 (stereo not given)	0.97	-12	-1	1.1	3	-1	4	-4
O=C(NCCCN1CCOCC1)c1cccs1	0.95	-4	0	1	5	-7	-9	-3
CC(C)CC1c2[nH]c3ccccc3c2CCN1CCCn1cccn1 (stereo not given)	1.1	4	2	0.96	-8	-6	6	-11
CCCCCOP(=O)(c1ccccc1)c1ccccc1	1.1	-24	-5	1.2	-9	-6	-5	-8
CCN(CC)c1ccc(/C=N/NC(=O)CCC(=O)NCc2ccccc2)c(O)c1	0.84	-52	-6	1.5	16	-12	-28	-9
CCSC(=S)Nc1c(C)n(C)n(-c2ccccc2)c1=O	0.99	-2	-2	1	1	3	-16	-4
S=C(NCc1ccccn1)Nc1ccc(Cl)c(Cl)c1	1.2	-7	-5	1.1	-18	-4	17	12
CCOC(=O)C(=O)N(CC)C1CCS(=O)(=O)C1 (stereo not given)	0.93	-2	1	1	7	-8	11	-2
CN1C(=O)CC(N2CCN(CCN=CC3=C(O)CC(C)(C)CC3=O)CC2)C1=O (stereo not given)	1.1	-11	-6	1.1	-7	-3	5	1
COC(=O)CC1C(=O)NCCN1C(=S)Nc1ccccc1 (stereo not given)	0.99	13	-5	0.87	1	-17	3	-1
CCN(CC)c1ccc(/C=N/NC(=O)CC(C)C)cc1	1.1	-9	-5	1.1	-10	-1	-4	6
CC(=O)c1ccc(O)c(CC=C(C)C)c1O	0.9	0	2	1	10	3	15	-18
O=C1OC[C@@H]2CCCN2C(=O)[C@@H](CC(=O)N(CCO)Cc2ccccc2)C/C=C\C[C@H]1Cc1ccc(F)cc1	1	6	-4	0.94	0	-3	-5	-5
CCOC(=O)c1sc(NC(=O)/C=C/c2c(F)cccc2Cl)nc1C	0.83	17	-1	0.83	17	12	-25	-5
COc1cc2c(c(OC)c1OC)-c1ccc(N(C)CC(OC)OC)c(=O)cc1[C@@H](NC(C)=O)CC2	0.92	4	-2	0.96	8	8	-3	-3
CCCc1c(C)c(C#N)c2nc3ccccc3n2c1NCCCN1CCOCC1	1	-32	1	1.3	-3	-1	-12	-1
S=C(NCc1ccco1)Nc1ccc(Cl)cn1	0.93	0	0	1	7	2	12	-7
O=C(Cn1[nH]c(=O)c2ccccc2c1=O)Nc1cccc(S(=O)(=O)N2CCCCCC2)c1	0.95	17	-1	0.83	5	1	6	-12
O=C(CN1CCCC1=O)NC1(C(F)(F)F)NC(=O)N(Cc2ccccc2)C1=O (stereo not given)	1	-26	-7	1.3	-1	-10	4	-10
COc1nc(OC)nc(N2CCC(C(=O)NCc3ccc(F)cc3)CC2)n1	0.98	13	-2	0.87	2	-9	6	0
CC(=O)Nc1nc(-c2ccc3c(c2)CC(C)N3C(=O)C2CC2)c(C)s1 (stereo not given)	0.96	-18	-2	1.2	4	6	37	-5
COC(=O)C1=C(CN2CCCc3ccccc32)NC(=O)NC1c1ccc(F)cc1 (stereo not given)	0.99	3	-1	0.97	0	2	12	1
COc1ccc(S(=O)(=O)Nc2cc3c4c(c2)CC(=O)N4CCC3)cc1C	0.98	-5	-2	1.1	2	-4	5	-6
CCN(CC)S(=O)(=O)c1ccc(NS(=O)(=O)CC23CCC(CC2=O)C3(C)C)cc1 (stereo not given)	1.1	-4	4	1	-10	-3	-15	4
O=C(c1c(F)cccc1F)N1CCN(c2ncc(Br)cn2)CC1	1.1	-6	-8	1.1	-14	-1	-24	4
CC1(C)CC(=O)c2cnc3c(C#N)cnn3c2C1	0.95	14	-4	0.86	5	-11	9	0
CCCOCC(O)COc1ccccc1C(=O)N1CCOCC1 (stereo not given)	0.92	6	2	0.94	8	-2	8	-6
CCCCn1c(C)csc1=Nc1cccnc1	1	-4	-4	1	-2	-5	-17	-7
CC(NC(=O)CCCCCCN1C(=O)c2ccccc2C1=O)c1ccc2c(c1)CCCC2 (stereo not given)	0.86	17	-2	0.83	14	-1	7	1
COc1ccc(-c2cn(-c3cccc(C)c3)c(=O)[nH]2)cc1OC	0.92	-10	-2	1.1	8	-9	-5	-24

Other entries follow:
SMILES	mIAP activ	hIAP inh	APOBEC3A inh	hIAP act	mIAP block	HKDC1 inh	PfG6PD inh	ATG4B inhibitor
Brc1ccc(-c2nc3ncccn3c2Nc2ccc3c(c2)OCCO3)o1	0.99	-20	1	1.2	0	4	6	-14
O=C(NC(=S)Nc1cccc(NC(=O)c2ccc(Cl)cc2Cl)c1)c1cccs1	0.81	-2	-1	1	18	-3	-11	17
Cc1nc(N2CCN(Cc3ccc4c(c3)OCO4)CC2)[nH]c(=O)c1C	0.97	3	-4	0.97	2	-1	4	-6
C=CCn1c(Cc2cccs2)nnc1SCC(=O)Nc1cccc(OC)c1	1	18	0	0.82	-3	-9	12	0
CC1CCC(=NNC(=O)Cc2ccccc2)CC1 (stereo not given)	0.98	-14	5	1.1	2	11	10	-9
C=CCNC(=O)CSc1n[nH]c(-c2cc(Cl)ccc2OC)n1	1	11	4	0.89	-2	3	11	2
COc1ccc(NCc2nnc(SCC(=O)c3ccc(C)cc3)o2)cc1	0.83	-7	-4	1.1	17	13	27	-7
Cn1c(CCCOc2ccc(Cl)cc2Cl)nnc1SCC(=O)Nc1cccc(F)c1	0.98	-8	0	1.1	2	-1	3	-5
O=C(NCc1ccccn1)Nc1ccccc1Cl	1	-16	0	1.2	0	-6	-3	-1
COc1ccc(OC)c(C(=O)CN2CCN(S(=O)(=O)c3ccc(Br)cc3)CC2)c1	0.95	-17	0	1.2	5	2	0	-1
COc1ccc(NC(=O)CSc2n[nH]c(-c3ccco3)n2)cc1	0.9	8	-3	0.92	10	8	-16	6
COCCn1c(SCCOc2ccccc2)nc2ccccc2c1=O	1.1	-15	-3	1.2	-5	2	8	-1

One compound at a time, as listed above.
Record of O=C(NCc1ccccn1)Nc1ccccc1Cl → mIAP activ: 1; hIAP inh: -16; APOBEC3A inh: 0; hIAP act: 1.2; mIAP block: 0; HKDC1 inh: -6; PfG6PD inh: -3; ATG4B inhibitor: -1
Record of COCCn1c(SCCOc2ccccc2)nc2ccccc2c1=O → mIAP activ: 1.1; hIAP inh: -15; APOBEC3A inh: -3; hIAP act: 1.2; mIAP block: -5; HKDC1 inh: 2; PfG6PD inh: 8; ATG4B inhibitor: -1
Record of Cn1c(CCCOc2ccc(Cl)cc2Cl)nnc1SCC(=O)Nc1cccc(F)c1 → mIAP activ: 0.98; hIAP inh: -8; APOBEC3A inh: 0; hIAP act: 1.1; mIAP block: 2; HKDC1 inh: -1; PfG6PD inh: 3; ATG4B inhibitor: -5

Further compounds
SMILES	mIAP activ	hIAP inh	APOBEC3A inh	hIAP act	mIAP block	HKDC1 inh	PfG6PD inh	ATG4B inhibitor
C=CCn1c(CCNC(=O)c2cccs2)nnc1SCC(=O)c1cccc([N+](=O)[O-])c1	0.95	0	5	1	5	9	26	-3
COCCN(CC(=O)NCc1ccc(F)cc1)C(=O)CCC(=O)Nc1ccccn1	1.1	13	1	0.87	-5	-6	6	4
CCOc1ccc(S(=O)(=O)N2CCN(C(=O)COc3ccc(Br)cc3)CC2)cc1	1	0	1	1	-3	1	-7	-9
COc1ccc(C(=O)NC(CC(=O)O)c2cc([N+](=O)[O-])ccc2Cl)cc1 (stereo not given)	0.9	3	2	0.97	10	-9	-12	1
CCOC(=O)C(CCCOc1cccc(CC)c1)C(=O)OCC	0.94	5	-1	0.95	6	0	-2	4
O=C(Nc1cccc(-c2cnc3ccccc3n2)c1)c1cccc(NC(=O)c2ccco2)c1	0.93	12	2	0.88	7	3	8	5
COC(=O)Cc1c(C)c2cc(Cl)c(OC(=O)c3ccco3)cc2oc1=O	1	-9	-1	1.1	-4	-1	-18	-1
CCOC(=O)N1CCN(Cc2nc(-c3ccc(Cl)cc3)no2)CC1	0.91	-4	0	1	9	9	-18	-3
